Bioassay records deposited in PubChem by Sanford-Burnham Center for Chemical Genomics.
HKDC1 inh: HKDC1 (human) hexokinase inhibition. recombinant HKDC1, G6PDH/diaphorase resazurin coupled fluorescence. AID 493160. hit rate 0.16% among 340,000. inhibition, % at 20 µM;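 active = inhibition above about 35% when tested at 20 µM, limit read from the data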;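 also: plate controls were DMSO wells with enzyme for no effect and DMSO wells lacking enzyme for full effect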
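Assay system: recombinant HKDC1 hexokinase; detection: coupled resazurin fluorescence, excitation 525 nm, emission 613 nm; benchmarks: DMSO-plus-enzyme-mix negative control, buffer-substituted positive control; compound dosing: single 20 µM dose; schedule: 90 min at room temperature in dark; also added: glucose plus 1 mM ATP as hexokinase substrates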
SENP1 inh: inhibitors of human SENP1 SUMO protease catalytic domain | recombinant SENP1 catalytic domain, CyPet-SUMO1-YPet FRET cleavage | inhibition, % at 10 µM | hit rate 0.21% among 360,000 | AID 624204;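 active = inhibition at least 30% at 10 µM, raw YFP signal under a set limit, fluorescence ratio 0.5 to 1.5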;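 also: 0% = enzyme with DMSO and 100% = no enzyme wells; some results filed as inactive read as strong as hits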
Target sequence (Q9P0U3 419-644 limits assumed): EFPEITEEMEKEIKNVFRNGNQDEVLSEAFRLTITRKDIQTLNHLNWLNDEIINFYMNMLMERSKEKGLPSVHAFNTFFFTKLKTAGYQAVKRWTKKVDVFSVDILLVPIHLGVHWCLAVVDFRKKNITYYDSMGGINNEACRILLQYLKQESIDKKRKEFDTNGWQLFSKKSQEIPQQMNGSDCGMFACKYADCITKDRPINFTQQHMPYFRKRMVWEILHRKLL
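Controls: no-enzyme wells low, DMSO-plus-enzyme wells high control. Test system: human recombinant His6-tagged SENP1 catalytic domain enzyme. Reagent: SFCypet-SUMO1-SFYpet FRET protein substrate, 25 nM final. Doses: one dose per compound, 10 µM, 0.5% DMSO. Detection: FRET, CFP and YFP emission. Timing: 50 min reaction at room temperature.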
MIN6 prolif: MIN6 beta-cell proliferation induction; MIN6 cells proliferation, ATPlite luminescence, 48 h; cells starved in 0.2% serum; 100% = growth in 10% serum; proliferation, % at 10 µM; hit rate 0.29% among 330,000; AID 2380;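 active = compounds whose signal lies at least 3.5 SD above the mean of all wells on their plate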;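 also: 0% = DMSO-treated cells in low-serum medium and 100% = 10% serum control; some compounds called inactive have numbers as strong as hits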
SENP7 inh: SENP7 protease inhibition; hit rate 1.5% among 330,000; Q9BQF6; recombinant SENP7, Z-RLRGG-aminoluciferin luminescence, 40 min; inhibition, % at 5 µM;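 active = inhibition above about 50% at the single test dose, limit read from the data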;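 also: plate controls were DMSO with enzyme for no effect and no enzyme buffer wells for full effect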
Target sequence (Q9BQF6 706-1050 limits assumed): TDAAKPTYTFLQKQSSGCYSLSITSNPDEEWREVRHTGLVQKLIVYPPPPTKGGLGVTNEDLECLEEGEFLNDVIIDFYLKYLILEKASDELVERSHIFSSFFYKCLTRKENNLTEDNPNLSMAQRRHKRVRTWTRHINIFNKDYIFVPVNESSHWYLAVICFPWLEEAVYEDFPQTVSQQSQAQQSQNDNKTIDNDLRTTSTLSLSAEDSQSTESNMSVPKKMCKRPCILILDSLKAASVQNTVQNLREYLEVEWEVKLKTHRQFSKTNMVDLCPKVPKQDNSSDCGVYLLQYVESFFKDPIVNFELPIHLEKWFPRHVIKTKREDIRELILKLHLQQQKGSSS
PfGluPho inh: PfG6PD (Plasmodium falciparum) enzyme inhibition | hit rate 0.78% among 350,000 | inhibition, % at 20 µM | AID 504690 | PfGluPho enzyme, NADPH resazurin-diaphorase fluorescence;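 active = inhibition reaching at least a set limit at 20 µM in the primary screen, cut at about 59% in these data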;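 also: 0% = DMSO wells with substrate and 100% = DMSO wells lacking glucose-6-phosphate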
SENP8 block-1: blocks human SENP8 cleavage of Nedd8 substrate; inhibition, % at 20 µM; recombinant SENP8, Nedd8 substrate fluorescence; AID 602440; hit rate 0.64% among 360,000; Q96LD8; in the data active = inhibition mostly above about 40%, no sharp cut-off; inactive = mostly below about 27%
Target sequence (Q96LD8 whole entry, looked up): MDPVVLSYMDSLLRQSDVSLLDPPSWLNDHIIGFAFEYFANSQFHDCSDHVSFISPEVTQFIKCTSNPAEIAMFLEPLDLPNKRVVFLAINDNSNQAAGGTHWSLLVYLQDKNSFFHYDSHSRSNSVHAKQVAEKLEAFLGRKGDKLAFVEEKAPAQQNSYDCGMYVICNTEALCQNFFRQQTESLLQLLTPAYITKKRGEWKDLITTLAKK
UBC13 inh: inhibitors of human UBC13 polyubiquitin chain formation; P61088; TR-FRET; inhibition, % at 20 µM; hit rate 0.47% among 330,000; AID 485273; in the data active = inhibition above about 45%, passing the limit was not always enough
Target sequence (P61088 whole entry, looked up): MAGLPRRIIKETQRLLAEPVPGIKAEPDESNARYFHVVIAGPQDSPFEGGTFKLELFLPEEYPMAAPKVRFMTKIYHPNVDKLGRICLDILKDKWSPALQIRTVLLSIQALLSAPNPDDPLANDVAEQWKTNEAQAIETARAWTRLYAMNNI
SENP6 inh: SENP6 protease inhibition. Q9GZR1. hit rate 1.8% among 330,000. inhibition, % at 10 µM. Recombinant SENP6 catalytic domain, aminoluciferin luminescence. AID 2599;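 active = inhibition above about 50% at the single tested dose, limit read from the data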;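 also: plate controls were DMSO wells with enzyme for no effect and DMSO wells lacking enzyme for full effect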
SENP8 block-2: blocks the human protease SENP8. AID 2540. purified SENP8, Z-RLRGG-aminoluciferin cleavage, luminescence. hit rate 1.2% among 330,000. inhibition, % at 10 µM; in the data active = inhibition above about 50%
An asterisk follows results filed as active.

O=C(CSc1ccccn1)Nc1nncs1 was read as HKDC1 inh -10, SENP1 inh -1, MIN6 prolif -3, SENP7 inh -5, PfGluPho inh 1, SENP8 block-1 2, UBC13 inh -7, SENP6 inh 1 and SENP8 block-2 -9.
Screening CCC(C(=O)N1CCN(c2ncccn2)CC1)c1ccccc1 (stereo not drawn) returned HKDC1 inh -7, SENP1 inh -2, MIN6 prolif -2, SENP7 inh 4, PfGluPho inh 2, SENP8 block-1 -11, UBC13 inh 0, SENP6 inh -40 and SENP8 block-2 9.
Screening CSc1ccccc1NC(=O)CN(C)C(=O)C(C)SCc1nc2sc(C)c(C)c2c(=O)[nH]1 (stereo not drawn) returned HKDC1 inh 2, SENP1 inh -1, PfGluPho inh 11 and SENP8 block-1 0.
Screening N#Cc1ccccc1S(=O)(=O)N1CCN(c2cnccn2)CC1 returned HKDC1 inh -4, SENP1 inh -5, MIN6 prolif -3, SENP7 inh 0, PfGluPho inh 5, SENP8 block-1 -254, UBC13 inh 0, SENP6 inh -26 and SENP8 block-2 -3.
O=C(CCCNS(=O)(=O)c1cccs1)N1CCN(c2ccc(F)cc2)CC1 was read as HKDC1 inh -2, SENP1 inh -2, MIN6 prolif 0, SENP7 inh -2, PfGluPho inh -5, SENP8 block-1 -4, UBC13 inh 7, SENP6 inh -4 and SENP8 block-2 -3.
Screening CC(C)c1ccc(/C=C2\C(=O)N(CCN3CCOCC3)C(=S)N2C)cc1 returned HKDC1 inh 8, SENP1 inh -4, MIN6 prolif -1, SENP7 inh 9, PfGluPho inh 29, SENP8 block-1 -2, UBC13 inh 2, SENP6 inh -4 and SENP8 block-2 -1.
For O=C(NNC(=O)c1cccnc1)Nc1cccc(Cl)c1Cl the results were HKDC1 inh -6, SENP1 inh 2, MIN6 prolif 0, SENP7 inh -5, PfGluPho inh -5, SENP8 block-1 6, UBC13 inh 6, SENP6 inh -20 and SENP8 block-2 -8.
For COC(=O)[C@@]1(Cc2ccccc2)[C@H]2C(=O)N(Cc3ccccc3)C(=O)[C@H]2[C@H]2CN=C(SC)N21 the results were HKDC1 inh -5, SENP1 inh 2, SENP7 inh 7, PfGluPho inh 13 and SENP8 block-1 4.
Screening O=C(Nc1ccccc1)N1CCN(c2nc(-c3ccccc3)ns2)CC1 returned HKDC1 inh 2, SENP1 inh -2, MIN6 prolif -2, SENP7 inh 1, PfGluPho inh 8, SENP8 block-1 14, UBC13 inh 49*, SENP6 inh -13 and SENP8 block-2 -3.
O=C(Cc1c[nH]c2ccccc12)N/N=C/c1ccccc1O was read as HKDC1 inh -6, SENP1 inh -4, MIN6 prolif -6, SENP7 inh -7, PfGluPho inh -24, SENP8 block-1 -40, UBC13 inh -10, SENP6 inh 1 and SENP8 block-2 -9.

Of the compounds above, these have an aryl thioether with sulfur outside any ring.
O=C(CSc1ccccn1)Nc1nncs1 was read as HKDC1 inh -10, SENP1 inh -1, MIN6 prolif -3, SENP7 inh -5, PfGluPho inh 1, SENP8 block-1 2, UBC13 inh -7, SENP6 inh 1 and SENP8 block-2 -9.
Screening CSc1ccccc1NC(=O)CN(C)C(=O)C(C)SCc1nc2sc(C)c(C)c2c(=O)[nH]1 (stereo not drawn) returned HKDC1 inh 2, SENP1 inh -1, PfGluPho inh 11 and SENP8 block-1 0.

The results go on.
For CCc1nc2ccccc2n(CCOCCOCCn2c(=O)c(CC)nc3ccccc32)c1=O the results were HKDC1 inh 2, SENP1 inh 0, MIN6 prolif -2, SENP7 inh -14, PfGluPho inh -6, SENP8 block-1 -96, UBC13 inh -15, SENP6 inh 0 and SENP8 block-2 -5.
Screening CC(C)C(=O)Nc1nc2c(ncn2C2CC(O)C(CO)O2)c(=O)[nH]1 (stereo not drawn) returned HKDC1 inh -4, SENP1 inh 2, MIN6 prolif 7, SENP7 inh -10, PfGluPho inh -15, SENP8 block-1 -1, UBC13 inh -8, SENP6 inh -12 and SENP8 block-2 -5.
Screening COc1ccccc1N=Nc1nc(-c2ccccc2)c(-c2ccccc2)[nH]1 returned HKDC1 inh -12, SENP1 inh 17, PfGluPho inh 4 and SENP8 block-1 29.
CN(c1ccccc1)S(=O)(=O)c1ccc(C(=O)NCC2CCCO2)cc1 (stereo not drawn) was read as HKDC1 inh 3, SENP1 inh -1, MIN6 prolif 0, SENP7 inh -3, PfGluPho inh 2, SENP8 block-1 5, UBC13 inh -4, SENP6 inh -1 and SENP8 block-2 -13.
Screening CCC(CC)C(=O)Oc1c(C(=O)N(C)C)cccc1-c1ccccc1 returned HKDC1 inh -3, SENP1 inh 2, PfGluPho inh 0 and SENP8 block-1 9.
For Cn1c(=O)oc2cc(S(=O)(=O)N3CCC(N4CCCCC4)CC3)ccc21 the results were HKDC1 inh -10, SENP1 inh 2, MIN6 prolif -1, SENP7 inh -9, PfGluPho inh 13, SENP8 block-1 2, UBC13 inh -1, SENP6 inh 6 and SENP8 block-2 -3.
`NC(=S)N/N=C/c1coc2ccc(Cl)cc2c1=O` gave HKDC1 inh -3, SENP1 inh -5, MIN6 prolif 0, SENP7 inh -5, PfGluPho inh 9, SENP8 block-1 -14, UBC13 inh -8, SENP6 inh -8 and SENP8 block-2 -3.
`C/C(=N\NC(=S)Nc1cccc(C)c1)c1cccc(N)c1` gave HKDC1 inh -18, SENP1 inh -2, MIN6 prolif -1, SENP7 inh 4, PfGluPho inh 6, SENP8 block-1 -222, UBC13 inh -6, SENP6 inh -7 and SENP8 block-2 -6.
For CCOC(=O)c1ccc(-c2ccc(/C=C(\C#N)C(=O)NCc3cccs3)o2)cc1 the results were HKDC1 inh -9, SENP1 inh -31, PfGluPho inh -5 and SENP8 block-1 -450.
`O=C(Cc1ccc(Cl)cc1)OCC(=O)c1ccc[nH]1` gave HKDC1 inh -2, SENP1 inh -11, MIN6 prolif 3, SENP7 inh 1, PfGluPho inh 27, SENP8 block-1 -5, UBC13 inh 3, SENP6 inh 0 and SENP8 block-2 -14.
Screening COc1ccc(NC(=O)Nc2cccc3c2O[C@H](CN(C)Cc2ccc(-c4ccccc4)cc2)[C@@H](C)CN([C@H](C)CO)C3=O)cc1 returned HKDC1 inh -2, SENP1 inh 0, MIN6 prolif -6, SENP7 inh -11, PfGluPho inh 1, SENP8 block-1 -6, UBC13 inh -33, SENP6 inh -5 and SENP8 block-2 -8.
`COc1cccc(CNC(=O)C2CCCN(c3ncnc4c3nc3n4CCCCC3)C2)c1` (stereo not drawn) gave HKDC1 inh -2, SENP1 inh -1, MIN6 prolif 7.1*, SENP7 inh 0, PfGluPho inh -12, SENP8 block-1 4, UBC13 inh 9, SENP6 inh -14 and SENP8 block-2 -1.
For CCOCCSC1=C(C#N)C(c2cccs2)C(C(C)=O)=C(C)N1 (stereo not drawn) the results were HKDC1 inh 3, SENP1 inh -9, MIN6 prolif -1, SENP7 inh -4, PfGluPho inh 16, SENP8 block-1 -51, UBC13 inh 1, SENP6 inh -18 and SENP8 block-2 1.
`COc1ccc(C(CNC(=O)c2ccc(-c3ccccc3Cl)o2)N2CCOCC2)cc1` (stereo not drawn) gave HKDC1 inh -1, SENP1 inh 0, MIN6 prolif -2, SENP7 inh -10, PfGluPho inh 18, SENP8 block-1 -3, UBC13 inh -2, SENP6 inh -13 and SENP8 block-2 -8.
Screening COc1ccccc1CC(=O)Nc1ccc([N+](=O)[O-])cc1OC returned HKDC1 inh -1, SENP1 inh 0, MIN6 prolif -1, SENP7 inh -13, PfGluPho inh 28, SENP8 block-1 13, UBC13 inh -13, SENP6 inh -18 and SENP8 block-2 -12.
For CC(C)=CC/C=C1\CCC(C(=O)O)C(C(=O)O)C1 (stereo not drawn) the results were HKDC1 inh -3, SENP1 inh 1, MIN6 prolif 5.5*, SENP7 inh 3, PfGluPho inh 0, SENP8 block-1 14, UBC13 inh -4, SENP6 inh 3 and SENP8 block-2 9.
`Cc1cccc(NS(=O)(=O)c2ccc(C(=O)NCC3(N4CCCCC4)CCCCC3)cc2)c1C` gave HKDC1 inh 1, SENP1 inh 0, MIN6 prolif -6, SENP7 inh -3, PfGluPho inh -10, SENP8 block-1 13, UBC13 inh -1, SENP6 inh -6 and SENP8 block-2 8.
`O=C(N/N=C/c1cn(-c2ccccc2)nc1-c1cccs1)c1ccc(Cl)cc1` gave HKDC1 inh -2, SENP1 inh 2, MIN6 prolif -3, SENP7 inh -5, PfGluPho inh 5, SENP8 block-1 -83, UBC13 inh -17, SENP6 inh 8 and SENP8 block-2 -3.
`CN(CC(=O)Nc1cccc(C#N)c1)Cc1ccc(Cl)cc1` gave HKDC1 inh -7, SENP1 inh 1, MIN6 prolif 3, SENP7 inh 5, PfGluPho inh -8, SENP8 block-1 14, UBC13 inh -1, SENP6 inh 8 and SENP8 block-2 2.
For CCCCn1c(NC(=O)c2ccccc2Cl)c(C#N)c2nc3ccccc3nc21 the results were HKDC1 inh 17, SENP1 inh -22, MIN6 prolif -6, SENP7 inh 70*, PfGluPho inh 26, SENP8 block-1 -302, UBC13 inh -23, SENP6 inh 96* and SENP8 block-2 94*.
For CC(=O)c1cccc(N(C(=O)CNC(=O)c2ccco2)C(C(=O)NC2CCCC2)c2ccc(C)o2)c1 (stereo not drawn) the results were HKDC1 inh 6, SENP1 inh 0, MIN6 prolif 0, SENP7 inh -5, PfGluPho inh -19, SENP8 block-1 11, UBC13 inh -1, SENP6 inh -11 and SENP8 block-2 1.
`COc1cc(OC)c(NC(=O)c2sc3ncn(CC(=O)N4CCOCC4)c(=O)c3c2C)cc1Cl` gave HKDC1 inh -2, SENP1 inh -1, MIN6 prolif -2, SENP7 inh -4, PfGluPho inh 3, SENP8 block-1 -2, UBC13 inh 4, SENP6 inh 3 and SENP8 block-2 -3.
`N#Cc1cc([N+](=O)[O-])ccc1NC(=O)COC(=O)C12CC3CC(CC(C3)C1)C2` gave MIN6 prolif -6, SENP7 inh 5, UBC13 inh -12, SENP6 inh 0 and SENP8 block-2 6.
Screening O=C(COc1ccc(Cl)cc1)Nc1nc(-c2ccncc2)cs1 returned HKDC1 inh -5, SENP1 inh -5, MIN6 prolif -1, SENP7 inh 0, PfGluPho inh 47, SENP8 block-1 8, UBC13 inh -5, SENP6 inh 0 and SENP8 block-2 6.
`Cc1ccc(N2C(=O)CSC2c2cccs2)cc1` (stereo not drawn) gave HKDC1 inh -5, SENP1 inh 1, MIN6 prolif -1, SENP7 inh 0, PfGluPho inh -2, SENP8 block-1 3, UBC13 inh -1, SENP6 inh -11 and SENP8 block-2 1.
`Cc1n[nH]c(C)c1Sc1ccccc1[N+](=O)[O-]` gave HKDC1 inh 2, SENP1 inh 2, MIN6 prolif 0, SENP7 inh -2, PfGluPho inh 14, SENP8 block-1 16, UBC13 inh 10, SENP6 inh 6 and SENP8 block-2 -2.
`Cc1ccc(C(=O)Nc2cc(C)nn2CCC#N)cc1` gave HKDC1 inh -6, SENP1 inh 1, MIN6 prolif -2, SENP7 inh 5, PfGluPho inh -2, SENP8 block-1 10, UBC13 inh -3, SENP6 inh 20 and SENP8 block-2 -2.
COC(=O)c1[nH]nc2c1C(=O)N(Cc1ccccc1)C2=O was read as HKDC1 inh -2, SENP1 inh 3, MIN6 prolif -3, SENP7 inh -4, PfGluPho inh -13, SENP8 block-1 -14, UBC13 inh 11, SENP6 inh -5 and SENP8 block-2 -2.

Compounds were not picked by outcome (roughly 4% active in at least one column).
